FBPA Giardia inh: Giardia lamblia aldolase inhibition | A8B2U2 | purified Giardia FBPA | Potency, µM (top dose mostly 59.6 µM), for inactives: top-dose activity, negative = inhibition, actives largely listed as inhibitors | 290,000 tested, 0.71% active | AID 2451; note: potency is the fitted concentration of half-maximal effect; nearly all actives have a fitted effect of over 55% in size
Target sequence (A8B2U2 whole entry, looked up): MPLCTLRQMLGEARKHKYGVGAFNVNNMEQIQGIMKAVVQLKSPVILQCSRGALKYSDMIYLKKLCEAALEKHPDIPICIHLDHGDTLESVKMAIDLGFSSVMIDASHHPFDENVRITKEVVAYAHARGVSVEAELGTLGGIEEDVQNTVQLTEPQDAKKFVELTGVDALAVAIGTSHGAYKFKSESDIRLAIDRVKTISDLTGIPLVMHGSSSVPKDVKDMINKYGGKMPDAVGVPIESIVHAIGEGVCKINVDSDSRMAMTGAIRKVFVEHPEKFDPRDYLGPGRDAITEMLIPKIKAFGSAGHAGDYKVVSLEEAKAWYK
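Giardia FBPA (40 nM reagent) was preincubated 10 min at RT with compound (up to 57.5 uM final), then substrate plus GAPDH/TPI/NAD/arsenate coupling system with diaphorase/resazurin was added; resorufin fluorescence (525/598 nm) was read after 20 min.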
HCMV antiviral: blocks human cytomegalovirus replication. HFF cells, HCMV-luciferase reporter, 72 h; hits give low values. activity change, negative = inhibition, % at 57.5 µM. 410,000 tested, 4.5% active. AID 1259415; in the data active = activity change below about -60%; inconclusive = no clear call, values can overlap the other calls; inactive = above about -39%
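Compounds were evaluated in HFFs infected with an HCMV luciferase reporter virus (MOI 1 PFU/cell). Luciferase in lysates collected 72 h post infection served as the replication measure.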
HCV inh: blocks hepatitis C virus; Huh7.5.1 HCVcc-Cre infection, luciferase reporter, 44 h; Potency, µM (doses to about 41.8 µM), for inactives: at the top dose activity change, negative = inhibition, actives largely listed as inhibitors; 340,000 tested, 3.4% active; note: potency is the fitted concentration of half-maximal effect
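Whole-lifecycle infectious HCVcc-Cre system; cells 1,000/well, compound then virus (~0.5 moi) added 4 h after plating, 44 h culture. Luciferase read 15 sec following 15 min substrate incubation, room temp.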
Sm TGR block: blocks Schistosoma mansoni thioredoxin glutathione reductase | 360,000 tested, 3% active | Potency, µM (series often up to 114 µM), for inactives: at the top dose activity change, negative = inhibition, usual class: inhibitors | Q962Y6 | purified TGR, DTNB reduction, TNB absorbance 405 nm; note: potency is the fitted concentration of half-maximal effect; nearly all actives have a fitted effect of over 60% in size
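Kinetic colorimetric format: TGR-catalysed, NADPH-driven DTNB reduction monitored via TNB absorbance. Enzyme dispensed at 20 nM; compound exposure 15 min at room temperature before reaction start.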
AMA1 RON2 block: AMA1-RON2 (P. falciparum) interaction inhibition; AlphaScreen AMA1-biotinylated RON2 peptide binding; Potency, µM (series often up to 58.2 µM), inactives show top-dose activity change, negative = inhibition, hits mostly inhibitors; 360,000 tested, 0.2% active; AID 720542;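 note: potency is the fitted concentration of half-maximal effect; 0% = vehicle wells and -100% = peptide control; nearly all actives have a fitted effect of over 45% in size; some results filed as inactive show a strong effect at the top dose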
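AMA1 (3D7) with his tag at 25 nM final met compounds first, then biotinylated RON2 peptide at 25 nM; detection used donor plus acceptor beads, 10 µg/mL apiece, read by AlphaScreen after 30 min at room temperature.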
AmpC inh detg: inhibitors of E. coli AmpC beta-lactamase with detergent. AmpC hydrolysis of nitrocefin, absorbance 480 nm, 0.01% Triton. Potency, µM (highest dose often 114 µM), inactives show top-dose activity change, negative = inhibition, most hits filed as inhibitors. AID 485294. 370,000 tested, 0.041% active. P00811;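 note: potency is the fitted concentration of half-maximal effect; 0% = no-compound wells and -100% = no-enzyme wells; nearly all actives have a fitted effect of over 25% in size; some results filed as inactive show a strong effect at the top dose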
Target sequence (P00811 whole entry, looked up): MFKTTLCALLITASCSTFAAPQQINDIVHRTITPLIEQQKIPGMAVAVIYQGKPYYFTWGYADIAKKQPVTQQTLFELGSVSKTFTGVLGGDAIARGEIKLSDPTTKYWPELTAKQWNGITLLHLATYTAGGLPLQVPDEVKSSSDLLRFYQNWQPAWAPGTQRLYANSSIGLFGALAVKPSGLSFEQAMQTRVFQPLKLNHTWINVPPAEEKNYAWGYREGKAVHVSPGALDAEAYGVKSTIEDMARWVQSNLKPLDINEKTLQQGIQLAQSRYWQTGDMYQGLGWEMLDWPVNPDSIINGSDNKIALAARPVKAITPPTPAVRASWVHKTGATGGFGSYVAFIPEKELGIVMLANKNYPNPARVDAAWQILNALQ
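AmpC (5.3 nM in the dispensed reagent) in 20 mM phosphate pH 7.0 with 0.01% (detergent screen) or 0.0001% Triton X-100 was preincubated with compounds for 15 min at room temperature. Nitrocefin was then added from an 800 uM solution, and hydrolysis was followed at 480 nm.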
* = called active by the depositor; ? = inconclusive; . = not tested or not shown; & = joins results of further samples; [ ] = another dose, or the depositor's remark. Unless noted, calls come from the whole dose curve; as a rule, active = well fitted curve in the direction sought with a large enough effect; inconclusive = small, poorly fitted or top-dose-only effect, or another doubt; inactive = no such curve, though single readings can be large; an effect the other way counts as inactive or inconclusive. Unless noted, % is set by controls: 0 for no effect and ±100 for the full control effect. Rows were taken by chance; 9.3% or so of the library scored in one or more.

SMILES | FBPA Giardia inh | HCMV antiviral | HCV inh | Sm TGR block | AMA1 RON2 block | AmpC inh detg
CCN(c1ccccc1)S(=O)(=O)c1ccc(OCC(F)(F)F)c(NC(=O)c2ccc(=O)[nH]c2)c1 | . | -8.9 | 2.5% | . | 18.7% | .
COCc1cccc(C2=CC(=O)C[C@H](c3ccc(OC)cc3)C2)c1 | . | 37.9 | ? | 0.0% | -1.1% | 1.0%
CC(=O)N(C)c1ccc(NC(=O)C(Sc2ccccc2)c2ccccc2)cc1 (centres undefined) | 2.8% | 34.4 | ? | 0.6% | -1.0% | -3.5%
CCc1cccc(NC(=O)CSc2nc3ccccc3nc2N2CCCCC2)c1 | . | -79.8* | . | 0.5% | . | 22.9%
COc1ccc(CCNCc2ccc(C)s2)cc1OC | 0.3% | -22.2 | 4.5% | 5.6% | -5.3% | -5.8%
COc1ccccc1CNC(=O)c1cc2ccc3ccc(C)[nH]c3c2n1 | . | ? | . | 3.2% | . | 18.5%
CCOC(=O)c1ccc(NC(=O)CC2SCCNC2=O)cc1 (centres undefined) | 0.7% | 52.0 | 22.1% | ? | 0.0% | ?
COC(=O)/C=C1\SC(=NC(=O)c2cccc(Cl)c2)NC1=O | 2.3% | 0.5 | -4.4% | -21.3% | -3.1% | 3.3%
Cc1ccc(C(=O)OCC(=O)NNC(=O)COc2ccc(Cl)cc2)c(O)c1 | . | -25.7 | -10.6% | -1.8% | 45.2%[activator] | -14.0%
CCOc1ccc(NC(=O)c2cc3c(C)nc4ccccc4c3o2)cc1 | 3.6% | ? | ? | 4.5% | 0.0% | ?
COCCCN1C(=O)c2ccc(C(=O)OCC(=O)NCc3ccccc3OC)cc2C1=O | . | 5.5 | 1.0% | -0.1% | 5.0% | -5.0%
CC1CN(CCCSc2ccc(Cl)cc2)CC(C)O1 (centres undefined) | ? | -2.8 | 12.6µM* | 4.2% | -22.0% | -5.8%
NC(=O)c1cnn(C2CCS(=O)(=O)C2)c1 (centres undefined) | 0.3% | 33.5 | 18.8% | -19.3% | -1.0% | -0.4%
O=C(CCCn1c(=S)[nH]c2cc3c(cc2c1=O)OCO3)N1CCN(c2ccccn2)CC1 | -9.9% | 19.4 | ? | 9.9% | 56.8%[activator] | -0.6%
COc1ccc(-c2noc(CSc3nc4ccccc4c(=O)n3-c3ccccc3)n2)cc1 | -10.3% | -18.3 | 11.3% | -5.4% | -3.0% | -7.0%
CN(CC(=O)Nc1ccc(OC(F)(F)F)cc1)S(=O)(=O)c1cnc[nH]1 | . | -15.5 | -14.2% | -5.9% | 2.3% | -7.1%
O=C1CCC(C(=O)NCc2ccc3c(c2)OCO3)N1 (centres undefined) | -3.0% | -11.1 | 18.0% | 14.7% | 0.0% | 1.8%
Cc1ccc(C(CC(=O)c2ccco2)SCCO)cc1 (centres undefined) | 1.0% | 26.9 | -16.7% | -3.1% | -11.3% | -13.9%
O=[N+]([O-])/C(=C\Nc1ccccc1)S(=O)(=O)c1ccccc1 | -12.8% | 46.3 | 7.0% | 39.8µM* | 11.8% | ?
O=C(O)CCCCCN=C1CCc2ccccc2N1 | -0.3% | 43.9 | 12.8% | 4.7% | 14.1% | ?
O=C(Cc1ccccc1)c1c[nH]c(C(=O)O)c1 | 5.2% | -8.0 | 13.8% | -2.3% | 1.7% | 1.1%
O=C(O)CCc1nn2c3ccccc3n(Cc3ccccc3F)c2nc1=O | 2.1% | 20.8 | 6.3% | 9.6% | 4.0% | -10.2%
Cc1nc(NCCc2ccc(S(N)(=O)=O)cc2)c2c3c(sc2n1)CCC3 | 4.2% | 5.8 | ? | -15.0% | -4.4% | -9.2%
Cc1ccccc1NC(=S)NCC(c1cccnc1)N(C)C (centres undefined) | -5.3% | ? | -1.6% | -0.7% | 2.6%[2.32 µM] | ?
COc1cc(OC)c(C(=O)OCC(=O)Nc2c(C)n(C)n(-c3ccccc3)c2=O)cc1OC | . | 5.5 | -4.5% | -6.8% | 13.2% | -19.9%

The list goes on:
SMILES | FBPA Giardia inh | HCMV antiviral | HCV inh | Sm TGR block | AMA1 RON2 block | AmpC inh detg
COc1cc(C(=O)OCCCN2CCCN(CCCOC(=O)c3cc(OC)c(OC)c(OC)c3)CC2)cc(OC)c1OC | -2.9% | 170.5 | 8.91µM* | . | 3.0% | .
CCc1ccccc1N(CC(=O)N/N=C/c1ccc(OC(=O)OC)c(OC)c1)S(C)(=O)=O | 5.7% | 74.5 | 4.1% | 14.4% | 9.8% | ?
Cn1ccnc1C1CCCCN1C(=O)c1cc(COc2ccc(F)cc2Cl)on1 (centres undefined) | 2.4% | -4.7 | ? | . | -11.0% | -3.0%
Cn1nc(C(F)(F)F)c(C(=O)Nc2cccc(C(F)(F)F)c2)c1SCc1ccc(Cl)cc1 | -5.2% | 20.5 | 10µM* | 3.6% | 4.0% | -12.6%
C=CCOCC(O)CS(=O)(=O)Cc1ccc(Cl)cc1 (centres undefined) | 4.0% | 11.6 | 9.8% | -1.1% | -7.2% | 9.3%
COc1ccccc1NS(=O)(=O)c1ccc(C)c(C(=O)NCCCN2CCCC2=O)c1 | . | 3.3 | 3.1% | -2.0% | -5.4% | ?
O=C1CC(SC2=NCCS2)C(=O)N1c1cccc(Cl)c1Cl (centres undefined) | 7.8% | 34.9 | -10.0% | -12.9% | -5.7% | ?
CCOc1ccc(CC(C(=O)NN)C(=O)NN)cc1CN(C)C | 3.8% | 0.4 | 9.4% | 4.1% | 58.6%[activator] | -5.5%
CCOC(=O)c1c(NC(=O)Cn2nc(C(=O)O)c3ccccc3c2=O)sc(CC)c1C | 0.5% | 39.8 | ? | -10.5% | -1.6% | -2.4%
COc1ccc(N2CCN(C(=O)NC3CCCCC3)CC2)cc1 | -10.5% | 0.0 | 24.0% | 6.3% | 5.4% | -5.0%
Cn1c(N)c(C(=O)N/N=C/c2ccccc2)sc1=S | 1.7% | -23.4 | -7.7% | -5.0% | -5.9% | -0.6%
COc1cc(OC)c(C2Nc3ccccc3-c3nnc(SCc4ccccc4)nc3O2)cc1OC (centres undefined) | . | 6.1 | . | 6.0% | . | 2.1%
O=C(O)Cc1ccc2[nH]c3ccc(CC(=O)O)cc3c2c1 | 14.5% | 4.3 | 12.8% | -0.2% | 6.3% | -6.0%
CCC(C)(C)n1nnnc1C(c1ccc(C)cc1)N1CCCC1 (centres undefined) | -1.3% | ? | 6.5% | 2.8% | -5.5% | ?
Cn1c(NNC(=O)C2CCCCC2)cc(=O)n(C)c1=O | -7.2% | -23.8 | 10.1% | -4.3% | 3.7% | -2.9%
CN(C(=O)CSc1nc2ccccc2c(=O)n1-c1ccccc1F)C1CCS(=O)(=O)C1 (centres undefined) | . | 28.6 | -21.9% | . | -6.9% | .
Cc1cc2nn(-c3ccccc3)nc2cc1NC(=O)Cc1ccc(Cl)cc1 | . | 41.8 | . | -3.0% | . | 19.8%
Cc1ccc(NC(=O)CN(C)C(=O)C2CC(=O)N(Cc3ccccc3)C2)cc1 (centres undefined) | . | -21.4 | 1.3% | -19.9% | 3.0% | 2.1%
COc1ccccc1N1CC(C(=O)OCC(=O)Nc2cc(C)on2)CC1=O (centres undefined) | . | -23.5 | 0.5% | -13.3% | 7.1% | ?
COc1ccc(C(=O)NN/C(C)=C/C(=O)c2ccccc2)cc1 | 6.2% | 17.8 | -20.6% | 8.8% | 68.4%[activator] | -9.9%
COc1nc(SCC(=O)Nc2ccccc2Cl)nc(N(C)C)n1 | 15.1% | 0.0 | -10.9% | 5.0% | 7.8% | 6.1%
Cc1cc(C(=O)c2cnc(/N=C/N(C)C)s2)cc(C)c1O | 1.4% | 193.9 | -14.6% | 7.3% | -2.6% | ?
CC(C)c1nnc(NC(=O)CSc2nnc(NC(=O)c3c(F)cccc3F)s2)s1 | 10.4% | -0.5 | 17.1% | 5.1% | -3.5% | -0.9%
Cc1ccc(S(=O)(=O)NC2CC(=O)N(c3ccc4c(c3)OCCO4)C2)cc1 (centres undefined) | . | -16.0 | ? | 5.2% | -2.7% | ?
O=C(CCN1CCN(CCO)CC1)Nc1ccc(Br)cc1 | 4.5% | 30.8&1.8 | 3.0% | 0.6%&-9.4% | 3.7% | 4.8%&17.3%

Quoted from the listing, 4 compounds:
SMILES | FBPA Giardia inh | HCMV antiviral | HCV inh | Sm TGR block | AMA1 RON2 block | AmpC inh detg
COc1cc(C(=O)OCCCN2CCCN(CCCOC(=O)c3cc(OC)c(OC)c(OC)c3)CC2)cc(OC)c1OC | -2.9% | 170.5 | 8.91µM* | . | 3.0% | .
CCc1ccccc1N(CC(=O)N/N=C/c1ccc(OC(=O)OC)c(OC)c1)S(C)(=O)=O | 5.7% | 74.5 | 4.1% | 14.4% | 9.8% | ?
Cn1ccnc1C1CCCCN1C(=O)c1cc(COc2ccc(F)cc2Cl)on1 (centres undefined) | 2.4% | -4.7 | ? | . | -11.0% | -3.0%
Cn1nc(C(F)(F)F)c(C(=O)Nc2cccc(C(F)(F)F)c2)c1SCc1ccc(Cl)cc1 | -5.2% | 20.5 | 10µM* | 3.6% | 4.0% | -12.6%

Next part.
SMILES | FBPA Giardia inh | HCMV antiviral | HCV inh | Sm TGR block | AMA1 RON2 block | AmpC inh detg
CN1CCN(CCCNC(=O)c2ccc3c(c2)N(Cc2ccc(F)cc2)CCS3)CC1 | -5.4% | -36.8 | ? | -15.0% | -11.2% | -17.3%
CCOC(=O)N1CCC(N2CC34C=CC(O3)C(C(=O)Nc3ccc(OCC)cc3)C4C2=O)CC1 (centres undefined) | 3.1% | 3.3 | 24.7% | 1.4% | -2.9% | ?
O=C(CNC(=O)c1ccc(Cl)cc1Cl)OCN1C(=O)c2ccccc2C1=O | . | -1.9 | 10.0% | -11.2% | -19.4% | -8.2%
O=C1CN(C(=O)c2ccc(S(=O)(=O)N3CCCC3)cc2)C(c2ccccc2)c2cc(F)ccc2N1 (centres undefined) | . | 7.9 | . | 6.6% | . | 4.6%
CCCN(CCC)CCCNC(=O)c1cc2c(=O)n(C)c3ccccc3c2n1C | -8.5% | 24.1 | ? | ? | 2.6% | ?
Cc1oc2cc3oc(=O)c(CCC(=O)N4CCCCC4)c(C)c3cc2c1C | . | 30.3 | . | 5.1% | . | 5.5%
COC(=O)c1ccc2c(=O)n(CCCCCC(=O)NCCNC(C)=O)c(=O)[nH]c2c1 | -0.6% | 26.9 | -4.3% | -2.0% | -13.1% | 2.3%
O=C(COC(=O)c1nn(-c2ccccc2)c(=O)c2ccccc12)NC1CCS(=O)(=O)C1 (centres undefined) | 8.3% | . | 20.6% | 5.1% | -6.4% | -2.9%
Nc1ccc(-c2nc(-c3ccccc3)nc3ccccc23)cc1 | -7.8% | -18.7 | ? | -0.8% | 71.3%[activator] | -1.9%
COc1ccc(C2C(C(=O)N3CCOCC3)=C(C)NC3=C2C(=O)CC(C)(C)C3)c(OC)c1 (centres undefined) | . | 5.3 | 20.1% | 0.3% | -5.8% | ?

Taken from above.
CCCN(CCC)CCCNC(=O)c1cc2c(=O)n(C)c3ccccc3c2n1C in AMA1 RON2 block is listed with 2.6%
Cc1oc2cc3oc(=O)c(CCC(=O)N4CCCCC4)c(C)c3cc2c1C in Sm TGR block is listed with 5.1%
COc1ccc(C2C(C(=O)N3CCOCC3)=C(C)NC3=C2C(=O)CC(C)(C)C3)c(OC)c1 (centres undefined) in AMA1 RON2 block is listed with -5.8%

Screens from PubChem.
